Compound activity (PubChem)
FXIIa inh: blocks human coagulation factor XIIa protease activity. purified FXIIa, Boc-QGR-AMC fluorogenic substrate, 2 h. inhibition, % at 5 µM. actives 0.3% (n = 220,000); in the data active means inhibition above about 40%;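 further: 0% = enzyme with no compound and 100% = blank without enzyme; many of its hits are not listed in these tables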
p97 inhibitor: inhibitors of human p97 ATPase | P55072 | recombinant p97 ATPase, Kinase-Glo ATP luminescence, 3 h | inhibition, % at 8 µM | actives 0.42% (n = 220,000) | AID 1481; in the data active means inhibition above about 15%;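 further: 0% = DMSO vehicle and 100% = wells lacking enzyme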
Wee1 stabilizer: inhibitors of human Wee1 degradation; P30291; HeLa Luc-Wee1K328M stability, luciferase luminescence; 100% = proteasome inhibitor MG132 effect; reporter increase, % at 5 µM; actives 1.2% (n = 220,000); AID 1321;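 active means activation above the mean of all tested compounds plus 3 SD, set per screening run, cut at about 8.8% in these data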;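 further: cells exposed to compound for 20 h before luminescence read; 0% = DMSO alone and 100% = MG132 at 30 µM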
Cl transport mod: KCC2 (human) Cl- transport modulation; KCC2 cells, thallium flux FluoZin-2 fluorescence; AID 1456; B-score of Tl+ flux slope (higher = more flux/activation; lower = inhibition) at 10 µM; Q9H2X9; actives 2.2% (n = 190,000);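 active means thallium flux slope and its plate-corrected score both differing from the plate sample mean at a set confidence after two filtering rounds, in either direction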;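 further: slope of fluorescence scaled to starting intensity during 10 to 20 s after thallium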
Target sequence (Q9H2X9 whole entry, looked up): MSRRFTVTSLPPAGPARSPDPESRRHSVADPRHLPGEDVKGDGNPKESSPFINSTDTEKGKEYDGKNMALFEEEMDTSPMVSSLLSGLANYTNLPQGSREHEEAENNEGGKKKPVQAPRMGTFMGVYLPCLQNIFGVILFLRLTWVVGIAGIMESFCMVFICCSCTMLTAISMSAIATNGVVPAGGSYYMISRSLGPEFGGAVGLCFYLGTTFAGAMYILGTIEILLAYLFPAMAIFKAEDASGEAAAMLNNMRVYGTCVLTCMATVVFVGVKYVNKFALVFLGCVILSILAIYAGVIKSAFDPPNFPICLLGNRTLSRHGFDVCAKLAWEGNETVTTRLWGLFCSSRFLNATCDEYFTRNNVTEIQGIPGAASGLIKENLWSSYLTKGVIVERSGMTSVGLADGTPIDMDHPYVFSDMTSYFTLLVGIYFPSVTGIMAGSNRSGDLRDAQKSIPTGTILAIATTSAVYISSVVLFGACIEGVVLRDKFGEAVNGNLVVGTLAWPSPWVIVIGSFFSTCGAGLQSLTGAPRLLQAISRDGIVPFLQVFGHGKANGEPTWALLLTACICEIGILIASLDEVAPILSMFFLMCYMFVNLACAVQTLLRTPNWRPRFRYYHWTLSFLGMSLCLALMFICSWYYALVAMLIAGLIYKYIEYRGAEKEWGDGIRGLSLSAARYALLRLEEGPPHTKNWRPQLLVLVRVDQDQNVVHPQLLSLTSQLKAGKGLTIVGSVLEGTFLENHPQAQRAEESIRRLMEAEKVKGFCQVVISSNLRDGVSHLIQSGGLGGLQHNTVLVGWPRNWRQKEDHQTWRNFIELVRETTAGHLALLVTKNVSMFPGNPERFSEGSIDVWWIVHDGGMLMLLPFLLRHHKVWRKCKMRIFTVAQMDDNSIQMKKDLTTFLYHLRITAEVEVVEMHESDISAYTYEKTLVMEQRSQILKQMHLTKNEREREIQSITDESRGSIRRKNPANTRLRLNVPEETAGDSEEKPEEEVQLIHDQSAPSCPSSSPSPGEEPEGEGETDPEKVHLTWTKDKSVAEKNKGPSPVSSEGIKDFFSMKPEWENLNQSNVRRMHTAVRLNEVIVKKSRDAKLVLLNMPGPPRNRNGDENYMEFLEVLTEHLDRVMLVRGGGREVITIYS
Thrombin inh: blocks human thrombin protease activity | alpha-thrombin, Boc-VPR-AMC fluorogenic substrate cleavage | inhibition, % at 5 µM | P00734 | actives 0.26% (n = 220,000) | AID 1046;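 active means inhibition at or above 40%; inactive means inhibition below 40%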;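 further: 0% = enzyme with no compound and 100% = wells without enzyme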
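Assay system: human alpha-thrombin enzyme. Reagent: Boc-VPR-AMC substrate, 15 µM final. Compound dosing: one concentration per compound, 5 µM, with 0.2% DMSO. Incubation: room-temperature reaction. Technique: AMC fluorescence, 355/460 nm. Measure: % inhibition relative to enzyme controls and enzyme-free blanks.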
PERK inhibitor: human PERK inhibition, primary cell-based screen; inhibition, % at 5.6 µM; AID 1416; actives 0.17% (n = 220,000); Q9NZJ5; CHO PERK-DD fusion, SEAP luminescence translation reporter;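 active means inhibition above the mean inhibition of all tested compounds plus 3 SD, set separately per screening campaign, cut at about 2.9% in these data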;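 further: PERK kinase domain activated by AP20187 dimerizer at 100 nM; 0% = DMSO with dimerizer and 100% = rapamycin at 8.4 µM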
KLK5 inh: blocks human kallikrein 5 protease activity. Q9Y337. recombinant hK5, fluorogenic AMC substrate cleavage. inhibition, % at 5 µM. actives 0.59% (n = 210,000). AID 873;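 active means inhibition of 40% or more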;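 further: 0% = enzyme controls without compound and 100% = no-enzyme blanks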
Furin inhibitor: blocks human furin protease activity; AID 463115; purified furin, fluorogenic substrate cleavage; actives 0.061% (n = 220,000); inhibition, % at 30 µM; P09958; in the data active means inhibition above about 25%; further: inactives centre near -15
FXIa inh 1536: factor XIa (human) inhibition; inhibition, % at 5 µM; P03951; AID 798; actives 0.14% (n = 220,000); purified FXIa, Boc-Glu-Ala-Arg-AMC fluorogenic substrate;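 active means inhibition of at least 40%; inactive means inhibition below 40%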;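 further: fluorescence of freed AMC excited at 355 nm; 0% = enzyme without compound and 100% = no enzyme blank; many of its hits are not listed in these tables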
The depositor's hits bear a star; / = no result given; [ ] = another dose, or the depositor's remark.

SMILES	FXIIa inh	p97 inhibitor	Wee1 stabilizer	Cl transport mod	Thrombin inh	PERK inhibitor	KLK5 inh	Furin inhibitor	FXIa inh 1536
COc1ccc(Nc2nc(-c3ccccc3)c3ccccc3n2)cc1	13	0	4	0.13	-1	0.0	5	-11	2
CCOC(=O)Cn1nc(-c2ccc(C)cc2)c2ccccc2c1=O	5	7	2	0.29	-9	0.7	-2	-20	-2
CC(NC(=O)/C=C/c1ccco1)c1nc2ccccc2n1Cc1ccccc1F (stereo not drawn)	4	3	1	0.98	-3	-0.7	-3	-25	4
N=c1sccn1CC(=O)N1N=C(c2ccc(Cl)cc2)CC1c1ccco1 (stereo not drawn)	0	5	2	-0.45	-3	-0.4	-10	-22	-3
COc1ccc(/C=N/NC(=O)C(N)=O)c(OC)c1OC	14	-7	2	0.14	-1	0.5	-11	-6	5
CCCCCc1ccc(-c2ccc(=O)[nH]n2)cc1	20	-7	-2	/	-1	-0.1	2	-14	3
Cc1ccc(NC(=O)CSc2ccc3nnc(CCNC(=O)c4ccccc4)n3n2)c(C)c1	10	-2	-1	0.76	-2	0.8	0	-18	2
O=C(O)CCCN1C(=O)C(=O)/C(=C(/O)c2ccc(Cl)cc2)C1c1ccccc1 (stereo not drawn)	12	1	-1	/	-1	1.4	3	-10	5
NC(=S)Nc1cc(Cl)ccc1Cl	7	3	-1	0.1	-1	0.9	-9	-8	5
O=C(c1ccc(C(F)(F)F)cc1)n1ccc(-c2cccs2)n1	4	-1	8	1.2	-3	1.4	5	-28	7
CC1CCCC(NC(=O)CSc2nccn2C)C1C (stereo not drawn)	-9	-3	1	/	-9	0.0	-13	-22	2
COCc1cc(=O)[nH]c(-c2ccc(C(F)(F)F)cc2)n1	9	-3	3	-0.91	-4	1.2	-2	-10	2
O=c1[nH]c2ccccc2n2c(-c3ccccc3)nnc12	3	9	1	-0.3	-3	0.6	-22	-15[20 µM]	7
O=C(CCCCCNc1nc(=S)[nH]c2ccccc12)NCCc1c[nH]c2ccccc12	5	-4	-2	0.039	-8	-0.3	-28	-13	7
CCN(CC)c1nc(=S)nc(NC(C)(C)C)[nH]1	-5	2	0	/	3	1.2	-39	-15[20 µM]	2
Cc1ccc(S(=O)(=O)Cn2nnnc2C(CC(C)C)N2CCN(C(=O)c3ccco3)CC2)cc1 (stereo not drawn)	10	-3	2	-0.45	4	-1.2	-6	-6	1
COc1ccc(CNC(=O)CSCc2ccccc2Cl)cc1	3	-3	2	0.58	-9	0.2	-8	-15	-10
Cc1ccnn1CC(=O)N/N=C/c1cn[nH]c1-c1ccc(F)cc1	3	0	2	0.22	-6	0.1	-5	-11	-3
COc1c(C)cc(S(=O)(=O)N2CCOCC2)c(C)c1C	7	3	-2	0.023	-12	0.3	10	-30	1
CN(C)NC(=O)c1ccsc1NC(=O)c1ccc(S(=O)(=O)N2CCCC2)cc1	7	7	3	-0.73	-6	0.9	3	-13	0
COC(=O)c1ccc(NS(=O)(=O)N(C)C)cc1	16	3	1	/	4	-0.1	0	-19[20 µM]	4
COc1cccc(C(c2nnnn2CCc2ccccc2)N2CCN(c3ccccc3)CC2)c1OC (stereo not drawn)	6	-2	1	-1.6	-5	-1.6	13	-26[20 µM]	-1
COc1ccc(-c2csc(N)n2)cc1	11	5	1	0.44	-1	0.2	-5	-16	7
COc1cc(C(=O)NCC(=O)OCc2cc(=O)oc3c(C)c(C)ccc23)cc(OC)c1OC	6	-8	-1	-1.8	-7	0.1	-4	-19	-7
CN1CCN(/N=C2/C(=O)Nc3ccc([N+](=O)[O-])cc32)CC1	5	-1	3	-0.36	-1	0.9	0	-11	4

Among those listed so far, 2 contain an aryl thioether with sulfur outside any ring:
SMILES	FXIIa inh	p97 inhibitor	Wee1 stabilizer	Cl transport mod	Thrombin inh	PERK inhibitor	KLK5 inh	Furin inhibitor	FXIa inh 1536
Cc1ccc(NC(=O)CSc2ccc3nnc(CCNC(=O)c4ccccc4)n3n2)c(C)c1	10	-2	-1	0.76	-2	0.8	0	-18	2
CC1CCCC(NC(=O)CSc2nccn2C)C1C (stereo not drawn)	-9	-3	1	/	-9	0.0	-13	-22	2

Complete entries as entered above. Order of screens: FXIIa inh	p97 inhibitor	Wee1 stabilizer	Cl transport mod	Thrombin inh	PERK inhibitor	KLK5 inh	Furin inhibitor	FXIa inh 1536
O=C(c1ccc(C(F)(F)F)cc1)n1ccc(-c2cccs2)n1 reads 4	-1	8	1.2	-3	1.4	5	-28	7
NC(=S)Nc1cc(Cl)ccc1Cl reads 7	3	-1	0.1	-1	0.9	-9	-8	5

The list goes on:
SMILES	FXIIa inh	p97 inhibitor	Wee1 stabilizer	Cl transport mod	Thrombin inh	PERK inhibitor	KLK5 inh	Furin inhibitor	FXIa inh 1536
Cc1ccc(/C=C/c2ccc(=O)n(Cc3ccc(Cl)cc3Cl)n2)cc1	13	1	2	-0.26	-1	3.0*	-18	-14[20 µM]	4
CCOC(=O)c1cccc(NC(=O)CCn2nnc3ccccc32)c1	11	-4	-1	0.21	-8	0.2	-18	-23[20 µM]	-6
O=C(NCc1ccc2c(c1)OCO2)c1ccc(CSCc2ccc(Cl)cc2)o1	2	2	-1	-0.35	-10	0.7	-16	-6	2
CCOC(=O)c1cc2occc2n1CC(=O)N1CCCc2ccccc21	-12	3	3	/	-3	0.6	2	-12	-2
N=c1c2c(ncn1CCN1CCOCC1)Oc1ccc3ccccc3c1C2c1ccccc1 (stereo not drawn)	29	-2	-1	/	2	-2.9	-14	-22[20 µM]	21
CCC(=O)N(C1=C(NC)C(=O)c2ccccc2C1=O)C(C)C	6	3	-4	-0.39	-1	-0.4	0	-13	2
CC(O)[C@H](NC(=O)C1(c2ccccc2)CCN(C(=O)OC(C)(C)C)CC1)C(=O)O (stereo partly drawn)	29	-1	-1	/	-12	0.6	-7	-31	3
COCCN(C(=O)Cc1cccs1)C(C(=O)NC1CCCC1)c1cc(OC)c(OC)c(OC)c1 (stereo not drawn)	4	-4	-2	0.69	-3	-0.6	-13	-29	-6
COc1ccccc1CC1(C)NC(=O)N(CC(=O)N2CCc3ccccc3C2)C1=O (stereo not drawn)	11	7	-2	-0.079	1	-1.0	2	-20	7
O=C(CSc1nnnn1-c1ccc2c(c1)OCCO2)OC1CCCCC1	0	-1	-2	-0.23	-3	1.7	-29	-19[20 µM]	-7
COc1ccc(-c2noc(CSc3ccccc3)n2)cc1OC	17	-5	1	/	-4	-0.7	-3	-13	2
Cc1nn(C)cc1/C=N/NC(=O)c1ccco1	0	-1	0	0.96	-8	-0.6	-2	-6	8
O=C(NC1CCCCC1)C(c1ccco1)N(Cc1cccs1)C(=O)Cn1nnc2ccccc21 (stereo not drawn)	/	-5	-2	0.02	/	-0.5	/	-27	/
CCOc1cc(N2CCOCC2)c(OCC)cc1NC(=O)c1ccc(OC(C)C)cc1	11	2	-4	0.53	0	1.3	15	-20	13
CCOC(=O)N1CCN(C(=O)CN(c2cccc(C(F)(F)F)c2)S(=O)(=O)c2ccccc2)CC1	18	3	-2	0.091	22	-1.4	37	-23	14
CC1(C)NC(=O)N(Cc2cc(=O)n3ccsc3n2)C1=O	4	2	2	/	-6	2.0	-1	-19	1
COc1cc(C)ccc1OCCOCCOc1ccccc1[N+](=O)[O-]	10	-4	0	-1.1	1	0.1	-4	8	4
CCCS(=O)(=O)c1c(S(=O)(=O)CCC)c2c(C(N)=O)cccn2c1C(=O)c1ccc(F)cc1	9	2	8	0.5	4	1.6	-7	-25	-4
COC(=O)C1C2C=CC3(CN(c4cccc(Cl)c4)C(=O)C13)O2 (stereo not drawn)	4	2	0	/	13	1.4	12	-16	-6
O=[N+]([O-])c1ccccc1N/N=C/c1cc2ccccc2nc1Cl	9	-2	0	0.12	-17	0.4	-18	-10[20 µM]	0
CN(CC1COc2ccccc2O1)C(=S)Nc1ccccc1F (stereo not drawn)	-7	-7	-1	-1.6	-8	-0.8	-1	-7	-7
CCCCN1C(=O)C(=O)NC[C@@H]1C(C)CC (stereo partly drawn)	5	/	/	0.43	0	/	3	-26	-1
COCCCNC(=O)C1CC(=O)N(CCc2ccccc2)C1 (stereo not drawn)	11	1	5	1.8	0	0.6	-2	-12[20 µM]	-3
COc1ccc2nc(Nc3ccccc3)sc2c1	5	-1	1	-0.0006	1	1.3	-7	-14	-6
CC(C)(C)NC(=O)C(=O)NCCC1=CCCCC1	9	1	3	0.17	-5	0.5	-18	-19	6

Two of the compounds above, with bars between the fields:
SMILES | FXIIa inh | p97 inhibitor | Wee1 stabilizer | Cl transport mod | Thrombin inh | PERK inhibitor | KLK5 inh | Furin inhibitor | FXIa inh 1536
CC(C)(C)NC(=O)C(=O)NCCC1=CCCCC1 | 9 | 1 | 3 | 0.17 | -5 | 0.5 | -18 | -19 | 6
COc1ccc(-c2noc(CSc3ccccc3)n2)cc1OC | 17 | -5 | 1 | / | -4 | -0.7 | -3 | -13 | 2

(next part)
SMILES	FXIIa inh	p97 inhibitor	Wee1 stabilizer	Cl transport mod	Thrombin inh	PERK inhibitor	KLK5 inh	Furin inhibitor	FXIa inh 1536
Cc1cc(N)n(-c2ccc(S(N)(=O)=O)cc2[N+](=O)[O-])n1	11	3	2	0.76	-2	0.4	0	-19	-2
O=C(NCc1nc2ccccc2[nH]1)C1=C[C@H](c2ccccc2)C[C@H](OCCCCO)O1	4	/	/	-0.28	-3	/	-3	-21	-2
O=C(Nc1c(F)cc(F)cc1Br)C1CCCO1 (stereo not drawn)	7	3	0	0.07	-3	1.2	-15	-25[20 µM]	17
Cc1n[nH]c(C)c1S(=O)(=O)N1CCCC(C(=O)Nc2ccc3c(c2)OCCO3)C1 (stereo not drawn)	9	0	-2	2	1	0.3	-5	2	1
CC(=O)Nc1cccc(N=NN2CCCCC2)c1	13	4	-4	-0.2	-2	1.0	-1	-20	-2
CCCNC(=S)Nc1ccc(Br)cc1	7	3	3	-0.57	-5	-0.9	3	-14	-3
c1ccc(Cn2ccnc2-c2ccco2)cc1	3	3	-1	0.11	-8	0.5	4	-11	0
Cn1cnnc1SCc1ccccc1	-7	-5	-1	-0.17	-2	1.4	-17	-12[20 µM]	-9
CCCCNC(=O)CC1S/C(=N/N=C/c2ccc(OC)cc2)NC1=O (stereo not drawn)	13	1	2	0.52	1	0.6	18	-30	4
Cc1cc(Cl)c(S(=O)(=O)Nc2ccc(Cl)cn2)cc1OCC(N)=O	9	-2	-1	-1.5	-1	0.6	-12	-21[20 µM]	6
COc1cc(NC(=S)Nc2cccnc2)cc(OC)c1	2	-3	-2	0.8	12	0.0	-3	-20	10
CC1CCCCC12NC(=O)N(CC(=O)NC(=O)Nc1ccc3c(c1)OCCO3)C2=O (stereo not drawn)	17	1	0	-0.14	3	1.1	4	-19[20 µM]	10
CCOc1ccc(C(=O)Nc2ccc(N3CCN(S(C)(=O)=O)CC3)cc2)cc1[N+](=O)[O-]	2	10	-3	-0.54	-8	1.8	5	-18	1

In the list so far, these contain bromine.
SMILES	FXIIa inh	p97 inhibitor	Wee1 stabilizer	Cl transport mod	Thrombin inh	PERK inhibitor	KLK5 inh	Furin inhibitor	FXIa inh 1536
O=C(Nc1c(F)cc(F)cc1Br)C1CCCO1 (stereo not drawn)	7	3	0	0.07	-3	1.2	-15	-25[20 µM]	17
CCCNC(=S)Nc1ccc(Br)cc1	7	3	3	-0.57	-5	-0.9	3	-14	-3
